High-throughput results (PubChem)
mIDH1 inhibitor: human IDH1 R132H inhibition; O75874; IDH1-R132H enzyme, NADPH consumption, diaphorase/resazurin fluorescence; Potency, µM (titrated, usually from 76.6 µM), inactives show at the top dose activity change, negative = inhibition, usual class: inhibitors; 390,000 tested, 0.093% active; note: potency is the fitted concentration of half-maximal effect; % is set by controls: 0 for no effect and ±100 for the full control effect; nearly all actives have a fitted effect of over 65% in size
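IDH1-R132H (0.5 ug/mL dispensed) in pH 7.5 Tris buffer was preincubated 30 min with compound, then given a substrate mix of 0.016 mM NADPH and 2 mM alpha-KG for 80 min at room temperature; remaining NADPH was read by diaphorase/resazurin fluorescence.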
TrxR1 substrate: substrates of rat thioredoxin reductase 1; Potency, µM (titrated, usually from 114 µM), for inactives: top-dose activity change, negative = substrate turnover; 390,000 tested, 0.01% active; purified TrxR1 substrate turnover, NADPH consumption readout; AID 588456; O89049; note: potency is the fitted concentration of half-maximal effect; % is set by controls: 0 for no effect and ±100 for the full control effect; nearly all actives have a fitted effect of over 50% in size
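Rat TrxR1, dispensed at 90 nM, was prereduced with 400 uM NADPH (final) for 5 min at ~22 deg C, then incubated with compound 15 min before 400 uM selenite. A first-read NADPH fluorescence drop versus no-compound background flagged substrates.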
USP1 inh: USP1/UAF1 (human) deubiquitinase inhibition; O94782; recombinant USP1/UAF1, Ub-Rhodamine cleavage fluorescence; Potency, µM (series often up to 57.1 µM), for inactives: at the highest dose activity change, negative = inhibition, hits mostly inhibitors; 390,000 tested, 0.23% active; note: potency is the fitted concentration of half-maximal effect; % is set by controls: 0 for no effect and ±100 for the full control effect; nearly all actives have a fitted effect of over 60% in size; inactives centre near -12
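USP1/UAF1 complex (1 nM) preincubated 15 min at room temperature with compound, then Ub-Rho substrate (150 nM final) added. Kinetic fluorescence at 480/540 nm over 6 reads at 60 s intervals; 50 mM HEPES pH 7.8, 0.5 mM EDTA, 0.1 mg/ml BSA, 1 mM TCEP, 0.01% Tween-20.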
D2 antag: antagonizes the human D2 dopamine receptor. AID 485344. inhibition, % at 10 µM. 340,000 tested, 2% active. P14416. HEK293 TREx D2 cells, calcium flux, dopamine EC80; in the data active = inhibition above about 30%; note: 0% is about no effect
Target sequence (P14416 whole entry, looked up): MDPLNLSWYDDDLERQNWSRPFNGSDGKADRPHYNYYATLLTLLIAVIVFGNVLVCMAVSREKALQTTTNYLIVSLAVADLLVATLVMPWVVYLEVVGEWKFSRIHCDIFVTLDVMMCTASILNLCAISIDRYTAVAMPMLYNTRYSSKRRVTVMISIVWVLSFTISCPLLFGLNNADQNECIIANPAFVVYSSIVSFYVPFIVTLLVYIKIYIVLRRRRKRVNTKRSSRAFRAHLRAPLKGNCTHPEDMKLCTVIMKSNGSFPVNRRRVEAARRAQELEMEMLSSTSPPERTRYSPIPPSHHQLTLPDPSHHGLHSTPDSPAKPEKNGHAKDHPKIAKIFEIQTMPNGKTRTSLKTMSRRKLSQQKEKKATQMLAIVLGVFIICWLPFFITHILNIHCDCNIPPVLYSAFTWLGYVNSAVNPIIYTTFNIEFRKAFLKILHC
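Measurement of antagonist activity uses fluorescent calcium dye in inducible HEK293 T-REx D2 cells: 10 s baseline, compound addition with 180 s read, EC80 dopamine addition with a further 180 s read.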
PI4K2A inh: inhibitors of human PI4K2A | 420,000 tested, 0.13% active | purified PI4K2A, ADP-Glo luminescence, 1 h; stronger effect = lower value | activity change, negative = inhibition, % at 76.9 µM | Q9BTU6; in the data active = activity change below about -50%; inconclusive = mostly about -30% to -49%;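 note: -100% = wells without enzyme as full effect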
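PI4K2A activity was measured by ADP-Glo luminescence: enzyme (4 ug/mL stock) and phosphatidylinositol (1.2 mM stock) in Tris pH 7.5/MgCl2/EGTA/Triton X-100 buffer were reacted with ATP (300 microM stock) for one hour at ambient temperature.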
D2 ag: agonists of human D2 dopamine receptor | HEK293 T-REx D2 cells, calcium flux agonist mode | activation, % at 2 µM | 340,000 tested, 0.53% active | AID 485358;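 active = activation over 3 SD above normal in the single-dose calcium agonist read, cut at about 30% in these data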; note: 0% is about no effect
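Agonism scored from kinetic calcium signal (1 read/sec, 180 s) following compound pin transfer, after a 10 s baseline. Cells: HEK293 Trex line expressing inducible D2 receptor coupled to calcium, dye-loaded after overnight culture at 30 C.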
TRHR enhancer: allosterically enhances the human TRH receptor; P34981; 360,000 tested, 0.66% active; TRHR cells, fluo-8 calcium fluorescence, EC20 TRH enhancement; enhancement, % at 2 µM; in the data active = enhancement above about 30%; note: 0% is about no effect
Target sequence (P34981 whole entry, looked up): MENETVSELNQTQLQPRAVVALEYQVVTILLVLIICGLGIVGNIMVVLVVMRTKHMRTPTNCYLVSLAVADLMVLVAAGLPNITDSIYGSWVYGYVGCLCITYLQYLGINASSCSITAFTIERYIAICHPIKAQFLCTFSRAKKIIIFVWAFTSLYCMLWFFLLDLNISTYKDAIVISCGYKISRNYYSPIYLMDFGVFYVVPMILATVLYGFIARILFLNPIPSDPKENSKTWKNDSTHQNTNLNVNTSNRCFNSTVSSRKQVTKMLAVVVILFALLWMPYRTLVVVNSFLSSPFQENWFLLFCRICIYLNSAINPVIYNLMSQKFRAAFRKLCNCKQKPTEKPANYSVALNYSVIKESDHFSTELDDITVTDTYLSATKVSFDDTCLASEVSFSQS
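Enhancer read-out: after compound pinning and an initial kinetic agonist-mode read, an EC20 of TRH (10 nM final) was injected and fluo-8 calcium signal (Ex 480/Em 530) followed at 1 s/cycle for 100 cycles in TRHR-expressing cells.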
TrxR1 inh: blocks rat thioredoxin reductase 1; O89049; recombinant rTrxR1, NADPH fluorescence consumption, selenite substrate; Potency, µM (titrated, usually from 114 µM), without a hit: top-dose activity change, negative = inhibition, most hits filed as inhibitors; 390,000 tested, 1% active; note: potency is the fitted concentration of half-maximal effect; % is set by controls: 0 for no effect and ±100 for the full control effect; nearly all actives have a fitted effect of over 65% in size
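Rat TrxR1 (90 nM in the dispensed reagent) was pre-reduced with 400 uM NADPH for 5 min at room temperature, then incubated with compound for 15 min. After 400 uM selenite was added, NADPH fluorescence (Ex 340/Em 450 nm) was followed for 8 min.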
TRHR ag: activates the human TRH receptor | P34981 | TRHR cells, calcium flux fluo-8, FDSS agonist mode | activation, % at 2 µM | 360,000 tested, 0.18% active | AID 493084; in the data active = activation above about 30%; note: 0% is about no effect
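Fluo-8-loaded TRHR cells; 10 s baseline, compound added, kinetic Ca2+ fluorescence read 1/s, agonist mode.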
* marks the source's active call; other numbers are inactive results; u = inconclusive; x = not tested or not shown; [ ] = remark or other dose. Unless noted, calls come from the whole dose curve; as a rule, active = well fitted inhibition curve with a large enough effect; inconclusive = small, poorly fitted or top-dose-only effect; inactive = no such curve, though single readings can be large or run the other way.

SMILES	TRHR ag	TrxR1 substrate	TrxR1 inh	D2 ag	PI4K2A inh	USP1 inh	TRHR enhancer	mIDH1 inhibitor	D2 antag
COc1ccc(N2C(=O)CSC23C(=O)N(CC(N)=O)c2ccccc23)cc1 (stereo unspecified)	2.3	1.9%	14.2%	-0.3	0.4	-27.9%	10.4	14.7%	x
O=C(O)c1cc([N+](=O)[O-])ccc1NCc1ccccn1	-0.3	-9.1%	-2.7%	0.8	-3.1	-15.6%	-1.1	-14.2%	12.2
C=CCSc1nc2c(sc3nc(C)cc(C)c32)c(=O)[nH]1	x	16.5%[57.1 µM]	37.3%[activator][57.1 µM]	x	1.7	-6.8%	x	2.7%	x
O=C(CNS(=O)(=O)c1ccc(Br)s1)N1CCC(N2CCCCC2)CC1	0.4	-9.8%[57.1 µM]	-0.8%	-1.0	-3.4	-12.2%	-0.3	2.5%	7.2
Cc1cc(C(=O)CSc2nnc(-c3ccc(Cl)cc3)n2C)c(C)n1CC1CCCO1 (stereo unspecified)	-0.8	-0.7%	4.8%	1.1	3.4	-10.6%	14.0	7.4%	1.8
COc1cc2cc(C(=O)N/N=C/c3ccc(F)cc3)[nH]c2cc1OC	0.1	1.5%	10.6%	-0.2	0.8	-21.4%	-4.2	0.0%	18.3
O=C1CC(NCc2ccccc2F)C(=O)N1c1ccccc1 (stereo unspecified)	-0.6	9.0%	24.2%	-0.2	6.5	-1.2%	0.0	5.6%	14.5
CN(C)c1ccc(CNS(=O)(=O)c2ccc(-c3cc(C(F)(F)F)on3)s2)cc1	0.2	6.8%[57.1 µM]	35.0%[57.1 µM]	0.2	-0.4	1.0%	2.7	-2.8%	x
O=C(Cn1nc(C(=O)O)c2ccccc2c1=O)NC12CC3CC(CC(C3)C1)C2	1.3	5.1%[57.1 µM]	23.6%[57.1 µM]	2.0	0.0	-21.2%	-4.4	8.0%	15.7
CCOc1ccccc1Nc1nc2ccccc2nc1NS(=O)(=O)c1ccc(Cl)cc1	0.6	0.7%	16.1%	2.5	1.0	-13.4%	-2.8	-1.2%	x
CCOC(=O)c1c(NC(=O)CSc2c[nH]c3ccccc23)sc2c1CCC2	0.0	5.0%[57.1 µM]	14.5%[57.1 µM]	1.0	1.0	-26.2%	7.8	-1.5%	-4.6
Cc1ccc(Nc2nc(-c3ccc(O)cc3O)cs2)nc1	0.0	8.7%[11.4 µM]	19.6%[11.4 µM]	-0.5	-2.2	-20.2%	-2.3	3.8%	18.9
CS(=O)(=O)N1N=C(c2ccco2)CC1c1ccccc1Cl (stereo unspecified)	-0.1	0.7%	u	0.1	-16.5	-16.6%	3.1	13.9%	-3.9
CC(=O)c1ccc(N2CCN(c3nc4ccccc4c4nc(-c5cccc(C)c5)nn34)CC2)cc1	-0.3	5.5%	14.2%	0.2	0.9	-15.0%	-0.9	2.9%	x
CCCOC(=O)c1c(NC(=O)c2cc3nc(-c4ccc(OC)cc4)cc(C(F)(F)F)n3n2)sc2c1CCCC2	-1.2	1.2%	12.2%	x	-1.4	-5.3%	-1.7	19.6%	x
CCc1cccc(CC)c1NC(=O)NC1CCCCC1	-0.1	-3.8%	-5.1%	0.5	-1.6	0.7%	8.5	2.8%	0.5
COc1cccc(-n2nc(C#N)c(Cl)cc2=O)c1	-1.3	5.3%[57.1 µM]	3.98µM*	0.0	22.7	-25.8%	-8.0	4.2%	-15.5
CC(=O)NCCn1c(SCc2cccc([N+](=O)[O-])c2)nc2ccccc2c1=O	-0.3	4.2%[57.1 µM]	14.9%[57.1 µM]	0.1	2.7	-18.3%	-7.7	-2.3%	1.6
Cc1ccccc1-c1cc2nc(C)c(C)c(=O)n2[nH]1	0.4	29.9%[57.1 µM]	12.4%[57.1 µM]	-0.7	0.0	-26.5%	11.0	18.7%	17.1
CCOC(=O)N1CCC(NS(=O)(=O)c2ccc(NC(C)=O)c(Cl)c2)CC1	0.2	14.0%	28.3%	0.4	-2.5	-17.6%	-0.2	23.7%	12.4
CC1(C)C(=O)C2(CCCCC2)C(=O)OC1c1cccc([N+](=O)[O-])c1 (stereo unspecified)	-0.4	-2.1%	20.3%	-1.0	-4.9	-21.0%	7.0	11.6%	0.7
CC(C)(C)N(Cc1ccccc1)C(=O)c1ccncc1	0.1	4.2%[11.4 µM]	1.2%	1.1	1.9	7.5%	1.1	-0.1%	-5.8
CC1CCN(CCCNS(=O)(=O)c2cc(Br)cc3c2N(C(=O)C2CC2)CC3)CC1	-0.7	-2.2%[57.1 µM]	17.0%[57.1 µM]	-0.4	2.8	-17.2%	32.6*	0.8%	-12.7
COCCNC(=O)CCCn1c(=O)c2ccccc2n(Cc2cccc([N+](=O)[O-])c2)c1=O	0.2	4.8%	33.6%	-0.2	-0.4	-17.5%	-1.1	-3.6%	-4.9
O=C(C/C=N\OCc1c(Cl)cccc1Cl)Oc1ccc(Cl)cc1Cl	-0.3	5.9%[57.1 µM]	-1.9%[57.1 µM]	-0.4	-2.2	-10.8%	-0.7	3.7%	7.9
CCn1c(SCC(=O)N/N=C(/C)c2ccncc2)nc2ccccc21	0.3	-14.0%	-21.7%	-0.5	21.4	-6.6%	-1.0	0.0%	17.9
C=CCOc1ccc(/C=C2\SC(=S)N(NS(=O)(=O)c3ccc(C)cc3)C2=O)cc1	-0.8	-7.3%	-14.5%	-0.4	-3.9	u	1.2	-2.1%	2.9
O=C(NCC(c1ccc2c(c1)OCO2)N1CCN(c2ccccc2F)CC1)c1ccccc1F (stereo unspecified)	-0.2	-0.9%[57.1 µM]	28.9%[57.1 µM]	11.0	3.0	-18.4%	3.4	5.4%	x
Cc1cccc(NC(=O)c2ccc(NCCc3ccccc3)c([N+](=O)[O-])c2)c1	-0.2	5.3%	21.0%	-0.2	-2.1	43.9%[activator]	-3.3	4.1%	5.1
CC1(C)CC(=O)C=C(Nc2ccc(F)c(Cl)c2)C1	-1.5	-0.8%	22.0%	-1.4	-2.5	-22.7%	-0.4	16.4%	10.6
O=C(O)c1ccccc1C(=O)NCc1c(Cl)cccc1Sc1ccc(Cl)cc1	0.1	-4.0%[11.4 µM]	-5.9%[11.4 µM]	-0.4	-2.1	-27.6%	-5.0	1.8%	13.5
CCOC(=O)c1cnc(Nc2nc3ccccc3o2)nc1CSC(=S)N(CC)CC	0.0	-6.7%[11.4 µM]	-21.8%[11.4 µM]	0.4	-0.2	-14.4%	-5.4	1.5%	-8.8
CC1=C(C(=O)OCC2CCCO2)C(c2cccc(O)c2)NC(=O)N1 (stereo unspecified)	-0.4	11.3%	8.9%	0.6	0.0	-20.1%	1.3	6.1%	-9.0
COc1cccc(CNC(=O)C2Cc3cc(S(=O)(=O)N4CCCC4)ccc3N2C(C)=O)c1OC (stereo unspecified)	0.3	8.7%[57.1 µM]	21.9%[57.1 µM]	0.4	10.6	-3.6%	-1.8	-13.1%	9.1
CCOC(=O)CNC(=O)COc1coc(CN2CCN(c3ccc(F)cc3)CC2)cc1=O	0.8	-1.9%	2.9%	-0.4	-0.2	-18.8%	0.1	-6.5%	-1.9
COC(=O)c1sc(-c2ccccc2)cc1NC(=O)c1cccc(Cl)c1	0.4	-2.5%	-1.8%	-0.4	-0.9	-11.5%	2.5	-12.4%	x
O=C(NCc1cccnc1)c1ccc(NC(=O)c2ccc([N+](=O)[O-])cc2)cc1	1.3	-4.0%	0.5%	-0.6	4.1	-4.2%	-12.9	-1.3%	-39.6
O=C(CN1CCCC1)Nc1cccc(Cl)c1	1.6	5.6%	22.3%	0.0	2.2	-16.9%	-16.1	-5.6%	14.6
O=S(=O)(Nc1ccc(C(F)(F)F)cc1)c1cccs1	0.6	-2.2%	7.5%	0.1	0.4	-16.6%	2.4	0.0%	16.7
Cc1ccc(-n2ncc3c2CCCC3NC(=O)c2cnccn2)cc1C (stereo unspecified)	-0.5	-6.2%	-8.5%	-0.3	-0.5	-14.3%	4.1	9.0%	-2.4

Part of the list above, with two lines to a compound:
Second line of a record: TRHR ag | TrxR1 substrate | TrxR1 inh | D2 ag | PI4K2A inh | USP1 inh | TRHR enhancer | mIDH1 inhibitor | D2 antag
- CCOC(=O)c1cnc(Nc2nc3ccccc3o2)nc1CSC(=S)N(CC)CC
    0.0 | -6.7%[11.4 µM] | -21.8%[11.4 µM] | 0.4 | -0.2 | -14.4% | -5.4 | 1.5% | -8.8
- CC1=C(C(=O)OCC2CCCO2)C(c2cccc(O)c2)NC(=O)N1 (stereo unspecified)
    -0.4 | 11.3% | 8.9% | 0.6 | 0.0 | -20.1% | 1.3 | 6.1% | -9.0

Next section
SMILES	TRHR ag	TrxR1 substrate	TrxR1 inh	D2 ag	PI4K2A inh	USP1 inh	TRHR enhancer	mIDH1 inhibitor	D2 antag
Cc1c(C)c2ccc(OCC(=O)NC(Cc3c[nH]c4ccc(O)cc34)C(=O)O)c(C)c2oc1=O (stereo unspecified)	-0.4	0.9%	-11.6%	-0.2	-2.5	-6.7%	-7.3	-9.4%	1.1
CCc1nc2ccccc2c(C(=O)OCC(=O)N2CC(C)OC(C)C2)c1C (stereo unspecified)	-0.6	10.5%	10.2%	-0.5	-6.1	1.3%	7.1	1.1%	-32.0
O=C(N/N=C/c1cccc2ccccc12)c1n[nH]c2c1CCCC2	0.4	11.3%[57.1 µM]	1.4%[57.1 µM]	0.5	5.0	-26.2%	-5.5	-1.6%	0.4
COc1ccc(C(=O)Cn2c(Cl)nc3c2c(=O)n(C)c(=O)n3C)cc1	0.2	7.7%[57.1 µM]	26.4%[57.1 µM]	-0.5	-0.8	4.6%	5.4	-7.7%	5.1
FC(F)(F)c1nnc(-c2ccccc2)nc1N1CCOCC1	-1.0	-4.7%	-10.0%[57.1 µM]	-0.6	-4.2	1.7%	-0.6	6.6%	-19.8
CN(C)/C=C/c1onc(-c2c(Cl)cccc2Cl)c1C#N	0.0	-5.8%[57.1 µM]	-11.3%[57.1 µM]	-0.4	6.1	-22.5%	43.6*	-5.2%	-4.6
CCOC(=O)c1cccc(NC(=O)C(C)n2c(C)c3cnn(-c4ccccc4)c(=O)c3c2C)c1 (stereo unspecified)	3.9	-5.7%	-2.8%	0.3	-1.0	-4.2%	0.5	14.3%	x
